proCasp7 act – counter-screen for procaspase-3 activators: activators of human procaspase-7; 0.093% of 330,000 active; activation, % at 8.5 µM; P55210; AID 463210; recombinant procaspase-7, Ac-DEVD-pNA absorbance 405 nm; D23A/D198A/D206A triple mutant, cannot self-cleave; scale: DMSO 0, 5 µM enzyme 100;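 active = percent activation above the screen-wide mean plus 3 SD, cut at about 25% in these data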
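Material: Procaspase-7 triple mutant (PC-7 D3A) | Quantity: 2 µM procaspase-7 mutant as dispensed | Reagent: DEVD-pNA substrate | Times: 1 h preincubation, 2 h reaction | Technique: 405 nm absorbance of p-nitroaniline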
proCasp3 act – activates human procaspase-3; recombinant procaspase-3 D3A, Ac-DEVD-pNA absorbance 405 nm; 0.11% of 330,000 active; AID 463141; activation, % at 8.5 µM; P42574;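 active = activation above the mean of all tested compounds plus 3 SD, cut at about 21% in these data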;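 also: 0% = DMSO alone and 100% = DMSO wells spiked with extra 5 µM PC-3 D3A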
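Test system: Procaspase-3 D3A mutant; medium: Zinc-free HEPES/NaCl buffer with 0.01% Triton X-100 at pH 7.4; reagent: DEVD-pNA substrate; doses: one concentration, 8.5 µM nominal, 0.8% DMSO; times: 1 h preincubation plus 2 h reaction at 25 °C; signal: Epi-absorbance at 405 nm of released p-nitroaniline, 0 and 120 min; replicates: singlicate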
MEP2-GFP yeast – modulators of TOR pathway MEP2-GFP in S. cerevisiae | S. cerevisiae MEP2-GFP strain, flow cytometry GFP, 3 h; 100% = DMSO control level | GFP response vs DMSO, % at 10 µM | 0.51% of 330,000 active;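 active = GFP response versus DMSO above a set limit, roughly screen mean plus 3 SD, cut at about 180% in these data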;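 also: median GFP fluorescence of the barcode-gated MEP2-GFP cells per well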
AHR act – activates the human aryl hydrocarbon receptor | P35869 | AHR-responsive luciferase reporter cells, luminescence | activation, % at 5 µM | 2.5% of 320,000 active; in the data active = activation above about 47%;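 also: 0% = vehicle wells and 100% = reference agonist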
Target sequence (P35869 whole entry, looked up): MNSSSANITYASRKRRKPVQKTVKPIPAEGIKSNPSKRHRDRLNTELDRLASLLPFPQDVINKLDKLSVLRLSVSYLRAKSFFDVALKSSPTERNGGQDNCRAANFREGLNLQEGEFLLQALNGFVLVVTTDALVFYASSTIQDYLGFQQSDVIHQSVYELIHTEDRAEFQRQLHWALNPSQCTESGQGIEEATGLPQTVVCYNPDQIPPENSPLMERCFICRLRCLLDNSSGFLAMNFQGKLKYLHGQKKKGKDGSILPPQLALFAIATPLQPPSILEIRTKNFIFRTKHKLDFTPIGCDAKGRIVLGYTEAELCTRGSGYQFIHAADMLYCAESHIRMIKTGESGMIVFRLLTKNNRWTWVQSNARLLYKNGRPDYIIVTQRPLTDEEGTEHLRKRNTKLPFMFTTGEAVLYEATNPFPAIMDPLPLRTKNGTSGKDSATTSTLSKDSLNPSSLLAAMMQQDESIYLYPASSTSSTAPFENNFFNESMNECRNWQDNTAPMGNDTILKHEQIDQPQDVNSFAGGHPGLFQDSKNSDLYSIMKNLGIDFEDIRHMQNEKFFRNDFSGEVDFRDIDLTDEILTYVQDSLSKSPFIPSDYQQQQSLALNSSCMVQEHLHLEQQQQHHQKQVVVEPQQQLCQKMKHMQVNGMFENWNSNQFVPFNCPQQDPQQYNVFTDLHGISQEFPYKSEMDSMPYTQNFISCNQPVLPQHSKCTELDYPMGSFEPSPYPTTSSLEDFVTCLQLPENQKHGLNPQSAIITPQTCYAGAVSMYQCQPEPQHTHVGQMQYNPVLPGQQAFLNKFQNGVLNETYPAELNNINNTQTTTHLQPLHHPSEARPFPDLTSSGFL
LAP4-GFP MLPCN – yeast TOR pathway LAP4-GFP modulation; S. cerevisiae LAP4-GFP multiplex, flow cytometry GFP, 3 h; median GFP as percent of DMSO wells; GFP response vs DMSO, % at 10 µM; 0.34% of 320,000 active; AID 2023;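 active = GFP response vs DMSO above a set limit, about the screen mean plus 3 SD, cut at about 150% in these data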
AGP1-GFP MLPCN – modulators of TOR pathway AGP1-GFP in S. cerevisiae; S. cerevisiae AGP1-GFP multiplex flow cytometry, 3 h; GFP as percent of DMSO wells; GFP response vs DMSO, % at 10 µM; 0.02% of 320,000 active; AID 2066;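 active = GFP response relative to DMSO above a set limit, near screen average plus 3 SD, cut at about 150% in these data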;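 also: median GFP channel fluorescence of the gated AGP1 strain per well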
RPL19A TOR yeast – alters RPL19A-GFP fluorescence in TOR pathway yeast screen | S. cerevisiae RPL19A-GFP strain, flow cytometry, 3 h; stronger effect = lower value | percent response vs DMSO, % at 10 µM | 0.3% of 330,000 active | AID 2025;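 active = percent response vs DMSO below 50%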;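 also: median channel GFP fluorescence of the barcoded RPL19A-GFP strain; ratio of sample median GFP to plate DMSO average so 100% = DMSO; lower means less RPL19A-GFP as with rapamycin TOR inhibition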
CIT2 TOR yeast – alters CIT2-GFP fluorescence in TOR pathway yeast screen; S. cerevisiae CIT2-GFP strain, flow cytometry, 3 h; 100 means same as DMSO wells; GFP response vs DMSO, % at 10 µM; 0.065% of 320,000 active; AID 2029;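 active = GFP response relative to DMSO above a set limit, near the screen mean plus 3 SD, cut at about 150% in these data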;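 also: ratio of well median GFP fluorescence to mean of DMSO wells on the plate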
The depositor's hits bear a star; . = not tested or not shown; [ ] = remark or other dose.

No.	Structure	proCasp7 act	proCasp3 act	MEP2-GFP yeast	AHR act	LAP4-GFP MLPCN	AGP1-GFP MLPCN	RPL19A TOR yeast	CIT2 TOR yeast
1	CCOc1ncccc1C(=O)NNC(=O)CSc1ccc(Cl)cc1	18	1	105	8	102	102	100	104
2	CC(=O)N1CCCC(C(=O)c2ccc(Oc3ccccc3)cc2)C1 (configuration not stated)	-4	1	96	2	104	91	92	79
3	CCN1CCN(Cc2nc(N)nc(Nc3ccc(C)c(C)c3)n2)CC1	3	-1	103	3	98	102	100	107
4	COC(=O)c1ccc(COc2cc(O)c3c(c2)OC(C)(C)CC3=O)cc1	-15	-7	106	-4	120	.	106	114
5	CCOC(=O)c1cccc(-c2c(-c3ccccc3)ncc3cc(OC)c(OC)cc23)c1	12	5	90	-7	81	93	92	92
6	COc1ccccc1-c1nc(SC)n[nH]1	5	-2	97	22	98	98	103	101
7	CCN(CC)C(=O)/C(=C/c1ccc2c(c1)OCO2)NC(=O)c1ccc(Br)cc1	7	3	106	6	97	103	105	109
8	COc1ccc(-c2nnc(SCC(=O)NCCc3ccccc3)o2)cc1	8	1	114	5	118	100	101	101
9	Cc1ccccc1-n1cc(-c2ccc(Br)cc2)nc1SCC(N)=O	-3	-10	106	2	108	103	100	110
10	CCN1CCN(C(=O)C2COc3ccccc3O2)CC1 (configuration not stated)	-2	1	106	-2	98	109	104	106
11	O=C(COC(=O)c1ccc(S(=O)(=O)N2CCOCC2)cc1)Nc1ccccc1OC(F)F	9	6	103	0	110	105	101	103
12	CCOC(=O)N1CCC(N2C(=O)c3ccccc3C2Nc2c(C)cccc2C)CC1 (configuration not stated)	-1	-11	91	-1	95	99	98	104
13	O=C(O)c1cc([N+](=O)[O-])ccc1C(=O)Nc1ccccc1	-1	4	100	2	98	105	98	91
14	CC1(C)CCc2nc(SCc3ccccc3)c(C#N)cc2C1	4	-9	128	-4	94	28	96	96
15	C[C@H](NC(=O)c1ccccc1Cl)C(=O)OCC(=O)N1CCN(c2ccccc2)CC1	2	0	105	1	101	108	101	97
16	COc1ccc(NC(=O)c2c(N)cnn2C)cc1	15	6	111	-2	102	95	105	105
17	COC(=O)N[C@@H]1C[C@H]2[C@@H]3CC[C@H]4C[C@@H](OC)CC[C@]4(C)[C@H]3CC[C@]12C	-2	1	90	-1	101	94	98	100
18	Cc1cc(C)c[n+](CC(=O)c2ccccc2)c1	.	.	107	.	98	104	103	104
19	COc1ccc(-c2nn(-c3ccccc3)cc2CN2CCCO2)c(F)c1	17	-4	102	2	95	97	101	92
20	O=C(COC(=O)C12CC3CC(CC(C3)C1)C2)Nc1ccccc1F	9	-4	96	0	97	111	91	83
21	CNc1nc(OCC#N)nc(N2CCCCC2)n1	11	1	95	3	104	98	98	92
22	COC(=O)[C@]1(Cc2ccccc2)N[C@H](c2ccc(-c3ccc(F)cc3)cc2)[C@@H]2C(=O)N(C)C(=O)[C@@H]21	4	11	93	1	123	81	96	67
23	Cc1ccc(NC(=O)c2cccc(C(=O)Nc3ccc(C)c(C)c3)n2)cc1C	13	-6	104	6	71	90	106	91
24	Nc1cc(-c2ccc(Cl)cc2)nn1S(=O)(=O)c1ccccc1	-3	1	108	9	107	102	103	99
25	N#Cc1cc2ccccc2nc1SCc1ccccn1	2	-17	95	41	100	95	96	97
26	CCn1cc(/C=C(\NC(=O)c2cc(OC)c(OC)c(OC)c2)C(=O)NCCN2CCOCC2)c2ccccc21	-6	-2	112	3	96	103	102	99
27	COc1nn(C(C)C(=O)N2N=C(C(F)F)CC2(O)C(F)F)cc1[N+](=O)[O-] (configuration not stated)	-3	2	103	1	104	104	103	107
28	Cc1cccc(N=C2NC(=O)/C(=C/C=C/c3ccco3)S2)c1	-10	-15	108	-2	105	98	98	103
29	CC(C)(C)OC(=O)N1CCC(c2c(C(=O)NCC3CCN(C4CCCC4)C3)cnn2-c2ccccc2Cl)CC1 (configuration not stated)	-4	0	98	0	91	99	99	99
30	CN(C)c1ccc(N/C=C/C(=O)c2ccco2)cc1	-9	5	99	27	.	100	97	91
31	CCOc1ccc(NC(=O)CCC(=O)N/N=C(\C)c2cccs2)cc1	6	4	108	8	102	101	102	110
32	Cc1cccc2cc(CN(Cc3cccnc3)C(=O)c3cccs3)c3nnnn3c12	11	4	70	2	110	90	97	105
33	CSc1nnc2c(n1)OC(c1cn(C)c3ccccc13)N(C(C)=O)c1ccccc1-2 (configuration not stated)	9	-3	100	15	109	108	103	103
34	COc1ccc(CCNC(=O)C(=O)c2c(C)n(C)c3ccccc23)cc1OC	8	-8	100	-2	104	106	103	101
35	CCCC(=O)N(C)c1nnc(-c2ccc(OC)cc2)s1	1	2	100	-4	111	89	99	95
36	C=CCOc1ccc(C2=NO[C@@H]3[C@@H]4C[C@@H]([C@H]5C(=O)N(C)C(=O)[C@@H]45)[C@H]23)cc1	3	4	103	-1	109	109	99	101
37	COc1cccc(CC2(CO)CCCN(C/C=C/c3ccccc3OC)C2)c1 (configuration not stated)	4	-3	99	7	98	105	101	102
38	COc1ccc(Cl)cc1C(=O)NNC(=O)C1COc2ccccc2O1 (configuration not stated)	3	1	95	9	107	104	102	94
39	COc1ccc(Cl)cc1NS(=O)(=O)c1cccc2cccnc12	2	6	99	29	102	95	98	94
40	CCn1c(-c2csc(-c3ccc(Cl)cc3)n2)n[nH]c1=S	-7	8	100	-6	86	94	88	90
41	CN(CC(=O)Nc1ccc(N2CCOCC2)cc1)C(=O)c1cc(S(=O)(=O)N(C)C)ccc1Cl	-1	-6	100[may fluoresce green]	6	101[may fluoresce green]	105[may fluoresce green]	106[may fluoresce green]	104[may fluoresce green]
42	Cc1ccccc1/C=C/C(=O)NCC(=O)N1CCC(N(C)C2CCCCC2C)CC1 (configuration not stated)	14	2	105	0	86	103	104	107
43	COc1cc(C(N)=O)cc(Cl)c1OC	-8	8	99	0	102	100	99	92
44	O=C(NC1CC1)C1CCN(C2CCN(C(=O)/C=C/c3cccc(F)c3F)CC2)CC1	0	-3	103	0	95	109	106	93
45	COc1ccc(C(C#N)N2N=C(C)CC2c2ccccc2)cc1 (configuration not stated)	10	-2	99	0	109	93	101	91
46	CCOc1cc(/C=N/NC(=O)C(=O)NCC2CCCO2)ccc1OCC(=O)N1CCOCC1 (configuration not stated)	2	1	100	5	105	108	103	105
47	CCOC(=O)C1=C(C)N(c2ccccc2)C(=O)/C1=C\c1ccco1	-21	-7	100	3	97	100	108	102
48	CCN(Cc1cc2cccc(C)c2[nH]c1=O)C(=O)c1ccccc1OC	0	9	113	10	109	108	104	104
49	Cc1nn2cc(-c3ccc(Cl)cc3)nc2s1	-1	4	103	6	106	95	101	97
50	O=C(Nc1cccc(Cl)c1)N1CCN2C(=O)c3ccccc3C12c1ccccc1 (configuration not stated)	-6	-2	120	6	108	101	100	101

Next part
No.	Structure	proCasp7 act	proCasp3 act	MEP2-GFP yeast	AHR act	LAP4-GFP MLPCN	AGP1-GFP MLPCN	RPL19A TOR yeast	CIT2 TOR yeast
51	COc1ccc(C2N(C(=O)N3CCOCC3)CCN2S(=O)(=O)c2ccc(C)cc2)cc1 (configuration not stated)	-5	6	105	1	109	107	100	99
52	C=CCn1cnc2c(nnn2-c2ccc(OC)c(OC)c2)c1=O	3	5	100	11	98	93	105	102
53	COc1cccc([C@@H]2Oc3ccc(OC)cc3C(=O)[C@H]2OC(=O)NCc2ccc3c(c2)OCO3)c1	-32	-26	99	54*	113	96	102	94
54	CCOC(=O)COc1ccccc1/C=N/Nc1nnc2c3ccccc3n(C)c2n1	0	3	105	10	115	110	102	105
55	CCOC(=O)C1(C)/C(=N/Nc2cccc(Cl)c2)C(=O)C(=O)N1c1ccccc1 (configuration not stated)	4	-9	89	2	94	111	105	98
56	CN(CC(=O)Nc1ccc(Cl)c(C(F)(F)F)c1)Cc1cc(=O)n2ccsc2n1	3	-2	103	6	114	113	96	106
57	Cc1cc(C)n(C(=O)c2ccc(C)c(S(=O)(=O)N3CCCC3)c2)n1	8	8	96	-1	101	95	97	94
58	O=C(/C=C/c1ccc([N+](=O)[O-])cc1)NCc1cccs1	6	0	92	5	97	96	102	94
59	COc1cccc(C2=CC(c3ccc(OC)c(OC)c3)NC(=S)N2)c1 (configuration not stated)	-7	-11	103	3	104	103	101	105
60	Cc1cccc(-c2cccc(NC(=O)C3CCCN(C(=O)c4csc(C)n4)C3)c2)c1 (configuration not stated)	11	-6	99	10	102	104	96	100

Molecules listed so far that have a Cl atom:
No.	Structure	proCasp7 act	proCasp3 act	MEP2-GFP yeast	AHR act	LAP4-GFP MLPCN	AGP1-GFP MLPCN	RPL19A TOR yeast	CIT2 TOR yeast
1	CCOc1ncccc1C(=O)NNC(=O)CSc1ccc(Cl)cc1	18	1	105	8	102	102	100	104
15	C[C@H](NC(=O)c1ccccc1Cl)C(=O)OCC(=O)N1CCN(c2ccccc2)CC1	2	0	105	1	101	108	101	97
24	Nc1cc(-c2ccc(Cl)cc2)nn1S(=O)(=O)c1ccccc1	-3	1	108	9	107	102	103	99
29	CC(C)(C)OC(=O)N1CCC(c2c(C(=O)NCC3CCN(C4CCCC4)C3)cnn2-c2ccccc2Cl)CC1 (configuration not stated)	-4	0	98	0	91	99	99	99
38	COc1ccc(Cl)cc1C(=O)NNC(=O)C1COc2ccccc2O1 (configuration not stated)	3	1	95	9	107	104	102	94
39	COc1ccc(Cl)cc1NS(=O)(=O)c1cccc2cccnc12	2	6	99	29	102	95	98	94
40	CCn1c(-c2csc(-c3ccc(Cl)cc3)n2)n[nH]c1=S	-7	8	100	-6	86	94	88	90
41	CN(CC(=O)Nc1ccc(N2CCOCC2)cc1)C(=O)c1cc(S(=O)(=O)N(C)C)ccc1Cl	-1	-6	100[may fluoresce green]	6	101[may fluoresce green]	105[may fluoresce green]	106[may fluoresce green]	104[may fluoresce green]
43	COc1cc(C(N)=O)cc(Cl)c1OC	-8	8	99	0	102	100	99	92
49	Cc1nn2cc(-c3ccc(Cl)cc3)nc2s1	-1	4	103	6	106	95	101	97
50	O=C(Nc1cccc(Cl)c1)N1CCN2C(=O)c3ccccc3C12c1ccccc1 (configuration not stated)	-6	-2	120	6	108	101	100	101
55	CCOC(=O)C1(C)/C(=N/Nc2cccc(Cl)c2)C(=O)C(=O)N1c1ccccc1 (configuration not stated)	4	-9	89	2	94	111	105	98
56	CN(CC(=O)Nc1ccc(Cl)c(C(F)(F)F)c1)Cc1cc(=O)n2ccsc2n1	3	-2	103	6	114	113	96	106

Screening results as filed in PubChem BioAssay.

Rows are unselected; 3.5% or so of the library scored in one or more.
